Screens (PubChem)
bIAP inhibitor: blocks bovine intestinal alkaline phosphatase activity; purified bovine IAP, CDP-star luminescence, 30 min; 190,000 tested, under 10 active; inhibition, % at 20 µM;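 active = over 50% inhibition of intestinal alkaline phosphatase at 20 µM in the single-dose screen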
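test system = bovine IAP enzyme | medium = DEA buffer 100 mM, pH 9.8, with MgCl2 1.0 mM, ZnCl2 0.02 mM | detection = luminescence | dosing = single compound dose of 20 µM, 2% DMSO final | incubation = 30 min reaction at room temperature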
RAM network inh: inhibitors of the yeast RAM network | S. cerevisiae dse1pr::URA3 reporter, 5-FOA growth OD615, 2 d; analog-sensitive cbk1-as2 kinase mutant strain | inhibition, % at 50 µM | 1.8% of 190,000 active | AID 868;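 active = inhibition above a set limit, 3 SD over mean compound inhibition, cut at about 8.4% in these data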;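 note: 0% = DMSO-only wells with no growth and 100% = 10 µM 1-NA-PP1 full growth; inhibition rescues growth on 5-FOA so higher OD means more RAM inhibition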
S1P3 antagonist: S1P3 (human) receptor antagonism; 0.27% of 170,000 active; Q99500; CHO S1P3 NFAT-BLA reporter, FRET fluorescence, antagonist mode; AID 485; inhibition, % at 4.98 µM;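 active = inhibition above the plate cutoff, the mean inhibition of test wells on that plate plus 3 SD, cut at about 28% in these data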;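 note: cells challenged with S1P at its EC80 of 0.8 µM; blue over green emission ratio from cleaved BLA substrate after 4 h stimulation; 0% = S1P-stimulated wells and 100% = unstimulated DMSO-only wells; some compounds past the cut are filed as inactive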
Lmaj promast: inhibitors of Leishmania major promastigote growth | Leishmania major promastigotes, resazurin fluorescence viability | inhibition, % at 10 µM | 9% of 200,000 active | AID 1063; in the data active = inhibition above about 50%;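 note: promastigotes grown with compound for 44 hours at 28 °C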
PPARg SRC1 recr: PPARgamma-driven SRC-1 recruitment agonism; P37231; PPARgamma-SRC-1 coactivator recruitment biochemical assay; activation, % at 8 µM; 0.41% of 200,000 active; in the data active = activation above about 19%;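 note: 0% = DMSO and 100% = reference agonist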
Target sequence (P37231 whole entry, looked up): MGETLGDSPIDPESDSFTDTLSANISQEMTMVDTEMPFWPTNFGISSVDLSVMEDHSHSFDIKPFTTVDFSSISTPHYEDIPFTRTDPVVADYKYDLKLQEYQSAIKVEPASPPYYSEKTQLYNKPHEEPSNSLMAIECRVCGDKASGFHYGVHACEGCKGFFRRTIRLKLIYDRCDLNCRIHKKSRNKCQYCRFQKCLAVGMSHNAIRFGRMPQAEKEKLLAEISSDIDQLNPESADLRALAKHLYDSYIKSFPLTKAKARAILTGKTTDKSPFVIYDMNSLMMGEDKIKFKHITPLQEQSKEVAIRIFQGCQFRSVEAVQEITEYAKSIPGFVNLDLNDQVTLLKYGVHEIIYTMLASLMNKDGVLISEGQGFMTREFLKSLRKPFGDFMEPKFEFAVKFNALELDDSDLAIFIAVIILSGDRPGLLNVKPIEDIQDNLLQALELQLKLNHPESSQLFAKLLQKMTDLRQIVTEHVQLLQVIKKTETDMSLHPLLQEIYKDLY
PPARg SRC3 recr: promotes SRC-3 coactivator recruitment by human PPARgamma; activation, % at 8 µM; P37231; biochemical PPARgamma/SRC-3 coactivator recruitment assay; 0.26% of 200,000 active; in the data active = activation above about 23%;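 note: 0% = DMSO and 100% = reference agonist; some compounds past the cut are filed as inactive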
Redox H2O2 prof: compounds producing H2O2 with reducing agent – biochemical, NIH compound library profiling, artefact control for MLSCN library redox annotation, primary screen; AID 878; 0.03% of 200,000 active; activation, % at 10 µM; DTT-dependent redox cycling H2O2, phenol red/HRP absorbance; 100% = 100 µM peroxide control, 0% = buffer;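 active = activation of at least 50% relative to the plate's high and low controls in the primary single-dose screen; inactive = activation below 50%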;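 note: compound incubated with DTT at 0.8 mM final as the reducing agent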
HMGR II inh: inhibitors of class II HMG-CoA reductase from Enterococcus faecalis. purified E. faecalis HMGR, NADPH absorbance 340 nm kinetic. inhibition, % at 10 µM. 0.41% of 190,000 active. AID 1066;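 active = inhibition above a set limit, the median over all tested compounds plus 3 SD, cut at about 9.5% in these data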;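 note: enzyme runs in reverse so mevalonate oxidation gives rising NADPH absorbance; 0% = complete reaction with DMSO and 100% = background rate lacking mevalonate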
SRC2 TRFRET art: counter-screen for PPARgamma SRC-2 recruitment agonists: TR-FRET artefact; 0.4% of 200,000 active; AID 1049; hits give high values; TR-FRET ratio at 8 µM; in the data active = TR-FRET ratio above about 2000; note: inactives centre near 1500
ROMK mod: modulates human ROMK potassium channel activity; P48048; Tet-inducible ROMK, thallium flux fluorescence; actives lie on both sides; B-score at 10 µM; 2% of 130,000 active; AID 1918;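 active = signal ratio slope over the read window, or its plate-corrected B-score, at least 3 SD from the plate mean, either direction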;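 note: B-score of the F/F0 ratio slope over 7 to 12 s after thallium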
Target sequence (P48048 whole entry, looked up): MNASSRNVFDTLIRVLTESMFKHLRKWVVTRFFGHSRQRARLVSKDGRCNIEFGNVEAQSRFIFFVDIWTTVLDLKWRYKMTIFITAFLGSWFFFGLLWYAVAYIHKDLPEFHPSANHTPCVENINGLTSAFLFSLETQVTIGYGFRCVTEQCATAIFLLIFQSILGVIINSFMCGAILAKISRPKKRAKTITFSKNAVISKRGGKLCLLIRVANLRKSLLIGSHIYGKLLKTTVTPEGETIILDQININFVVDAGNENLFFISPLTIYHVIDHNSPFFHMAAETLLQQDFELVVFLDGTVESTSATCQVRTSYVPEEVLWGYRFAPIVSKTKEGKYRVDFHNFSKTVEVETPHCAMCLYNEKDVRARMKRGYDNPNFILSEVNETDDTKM
PPARg SRC2 recr: agonists of SRC-2 recruitment by human PPARgamma | PPARgamma LBD-SRC-2 recruitment, biochemical | P37231 | activation, % at 8 µM | 0.34% of 200,000 active; in the data active = activation above about 22%;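 note: 0% = vehicle and 100% = reference agonist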
Numbers without * were called inactive; nt = no result given.

Each structure is followed by: bIAP inhibitor	RAM network inh	S1P3 antagonist	Lmaj promast	PPARg SRC1 recr	PPARg SRC3 recr	Redox H2O2 prof	HMGR II inh	SRC2 TRFRET art	ROMK mod	PPARg SRC2 recr
- O=C(CN1C(=O)C2CC=C(Cl)CC2C1=O)NCc1ccccc1 (stereo not drawn)
    3	1.5	-29	-8	11	15	0.3	0	1714	0.81	2
- CS(=O)(=O)N(CC(=O)Nc1ccccc1Sc1ccccc1)C1CCCCC1
    -8	3.6	nt	8	1	5	0.4	-2	1590	0.048	7
- Cc1cc(Nc2ccccc2)n(C(=O)c2ccc(N)cc2)n1
    7	-0.9	-8	6	4	-5	4.0	-4	1399	nt	-2
- Clc1ccc2[nH]c(-c3ccccc3)cc2c1
    21	2.9	nt	0	7	-7	-9.7	-1	1521	nt	7
- COc1cccc(C(=O)Nc2ncc3c(n2)CC(c2ccc(OC)cc2OC)CC3=O)c1 (stereo not drawn)
    -11	1.6	16	-1	-1	6	0.0	-2	1683	nt	5
- CCSc1ccccc1C(=O)Nc1ccc2c(c1)OCO2
    1	3.0	-6	8	5	5	-1.0	1	1632	-0.4	3
- CCOC(=O)c1cnc2ccccc2c1Nc1cc(C(=O)O)ccc1C
    7	0.7	-5	16	6	2	-0.3	-7	1432	0.57	1
- COc1cc(C#N)c(NC(=S)N2CCOCC2)cc1OC
    -4	1.7	-19	-13	17	6	-1.2	-6	2021*	0.22	12
- Cc1cc(CNC(=S)Nc2ccc(Br)cc2Cl)nn1C
    -23	1.4	-3	-2	7	3	-0.1	0	1529	0.37	1
- COCCN1C(=O)C(CC(=O)Nc2ccc(C(C)=O)cc2)SC1=Nc1ccccc1 (stereo not drawn)
    9	-0.6	-28	-4	2	-2	1.7	1	1427	nt	-4
- Cc1cc(C)n(-c2nc3c(c(=O)[nH]c(=O)n3C)n2Cc2cccc(Br)c2)n1
    2	2.2	-6	11	4	2	-0.1	-3	1740	nt	7
- Cc1cccnc1NC(=O)CCNS(=O)(=O)c1ccc2c(c1)c(=O)n(C)c(=O)n2C
    -17	0.1	2	-4	9	2	-1.0	0	1677	nt	14
- CC(NC(=O)Nc1ccccc1)C(c1cccs1)N1CCN(c2ccccc2)CC1 (stereo not drawn)
    10	0.6	8	-2	-6	1	0.0	2	1401	nt	9
- CCC(=O)c1cc(-c2nc3ccccc3n2C)n(C)c1
    4	3.2	18	1	-1	8	0.2	5	1258	nt	3
- Cc1ccccc1Nc1ncnc2c1cnn2-c1ccccc1
    17	-0.6	17	31	12	5	-2.9	-5	1677	nt	-2
- COc1ccc2c(c1)C1CC(C)(NC(=O)C1S(=O)(=O)c1ccc(F)cc1)O2 (stereo not drawn)
    -15	1.6	-5	-1	5	-6	0.7	-5	1691	nt	-3
- O=C(NCCCn1ccnc1)Nc1ccc(Cl)cc1
    6	1.7	-49	53*	6	-6	2.6	1	1544	nt	-16
- CCOC(=O)N1CCN(C(=O)CN(c2cccc(C(F)(F)F)c2)S(C)(=O)=O)CC1
    3	-0.4	nt	-4	7	6	-0.1	-3	1285	0.34	4
- O=C(O)c1ccccc1OC(=O)C12CC3CC(CC(C3)C1)C2
    -11	-0.6	9	-3	2	1	0.0	1	1622	-0.68	-2
- COCC(=O)NNS(=O)(=O)c1ccccc1[N+](=O)[O-]
    nt	0.3	8	54*	-2	5	-0.4	-5	1701	-0.86	7

3 of these compounds in a different format:
Cc1cccnc1NC(=O)CCNS(=O)(=O)c1ccc2c(c1)c(=O)n(C)c(=O)n2C
  bIAP inhibitor: -17
  RAM network inh: 0.1
  S1P3 antagonist: 2
  Lmaj promast: -4
  PPARg SRC1 recr: 9
  PPARg SRC3 recr: 2
  Redox H2O2 prof: -1.0
  HMGR II inh: 0
  SRC2 TRFRET art: 1677
  ROMK mod: nt
  PPARg SRC2 recr: 14
CC(NC(=O)Nc1ccccc1)C(c1cccs1)N1CCN(c2ccccc2)CC1 (stereo not drawn)
  bIAP inhibitor: 10
  RAM network inh: 0.6
  S1P3 antagonist: 8
  Lmaj promast: -2
  PPARg SRC1 recr: -6
  PPARg SRC3 recr: 1
  Redox H2O2 prof: 0.0
  HMGR II inh: 2
  SRC2 TRFRET art: 1401
  ROMK mod: nt
  PPARg SRC2 recr: 9
CCC(=O)c1cc(-c2nc3ccccc3n2C)n(C)c1
  bIAP inhibitor: 4
  RAM network inh: 3.2
  S1P3 antagonist: 18
  Lmaj promast: 1
  PPARg SRC1 recr: -1
  PPARg SRC3 recr: 8
  Redox H2O2 prof: 0.2
  HMGR II inh: 5
  SRC2 TRFRET art: 1258
  ROMK mod: nt
  PPARg SRC2 recr: 3

New compounds follow:
Each structure is followed by: bIAP inhibitor	RAM network inh	S1P3 antagonist	Lmaj promast	PPARg SRC1 recr	PPARg SRC3 recr	Redox H2O2 prof	HMGR II inh	SRC2 TRFRET art	ROMK mod	PPARg SRC2 recr
- COc1ccc(CCN2C(=O)CC(N3CCOCC3)C2=O)cc1 (stereo not drawn)
    10	2.2	-31	-2	-5	11	2.7	5	1325	nt	-5
- Cc1nn(C)c(C)c1NC(=O)CN1CCC(O)(c2ccc3c(c2)OCO3)CC1
    1	0.9	-13	-3	3	7	0.0	-3	1619	nt	11
- COc1ccc(C(=O)c2ccc(CC(=O)O)s2)cc1
    -7	0.0	-4	-8	-2	1	-1.5	-1	1644	-0.4	5
- O=C(Cc1cccc2ccccc12)N/N=C/c1ccc(Sc2nc3ccccc3s2)o1
    1	3.9	nt	12	2	0	-6.5	1	1526	0.012	13
- CCOC(=O)c1c(C)n(-c2ccc(C)cc2)c2ccc(OCC(O)CNCC3CCCO3)cc12 (stereo not drawn)
    -44	-1.2	1	100*	9	4	-0.3	-2	1602	0.19	7
- CCOC(=O)CSC1=NN2CCS(=O)(=O)N=C2S1
    -15	1.5	-9	-11	6	5	-1.4	-4	1763	-0.6	9
- COc1cccc(C(=O)Nc2c(F)cccc2F)c1
    0	-0.1	-17	-4	10	1	0.0	0	1700	-0.44	5
- CC1=C(C(N)=O)C(c2cccnc2)n2nc(SCc3ccccc3Cl)nc2N1 (stereo not drawn)
    -4	1.8	nt	2	8	3	2.8	-10	1591	-0.071	7
- Cc1cc(C)n2nc(C(=O)N/N=C/c3ccc(O)cc3)nc2n1
    -6	1.5	15	0	3	1	0.8	-5	1613	1.3	-2
- COc1ccccc1N(C(=O)CNS(=O)(=O)c1ccccc1)C(C(=O)NCc1ccco1)C(C)C (stereo not drawn)
    -6	1.3	18	44	4	-12	1.8	-5	1556	nt	-6
- O=C(CCCCCN1C(=O)CCC1=O)Nc1ccc(Cl)c(C(F)(F)F)c1
    26	1.5	nt	1	-6	-7	0.2	-2	1408	-1.7	4
- COC(=O)c1ccc2nc(-c3cccc(N)c3)cn2c1
    -3	1.1	-14	7	4	3	0.8	1	1470	0.28	5
- COC(=O)c1c(NC(C)=O)sc2c1CCCCC2
    -2	-1.0	4	-2	6	-1	-0.1	1	1560	-0.45	-4
- Clc1ccc(-c2ccc(/C=N/Nc3nncc(-c4ccccc4)n3)o2)cc1
    38	1.0	nt	-6	-5	-7	0.5	-1	1450	1.1	-3
- Cc1cc(OCCCn2ccnc2)cc(C)c1Cl
    -7	1.0	6	89*	2	-4	0.1	-1	1569	-1.6	2
- COc1ccc(NC(=O)Nc2ccc(CC(=O)O)cc2)cc1
    -8	0.2	-9	-5	5	5	-2.7	0	1515	0.2	4
- Cn1ccnc1SCC(=O)Nc1ccc2ccccc2c1
    24	-0.5	nt	-8	0	16	-0.9	3	1802	0.16	7
- O=C(CN1CCSCC1)N/N=C/c1cccc(Cl)c1
    1	2.0	-9	-10	18	5	-3.2	2	1704	-0.85	3
- O=C(/C=C/c1ccc([N+](=O)[O-])cc1)OCC(=O)N1c2ccccc2Sc2ccccc21
    4	7.3	-12	6	-1	-1	0.4	1	1693	0.33	13
- CC(=O)N1CCN(Cc2nc3cc(NC(=O)c4ccc(F)cc4)ccc3n2C)CC1
    -15	-0.6	-14	10	-5	2	-0.2	-1	1253	0.56	-12
- O=C(NC(=S)NCc1cccnc1)c1cc2ccccc2o1
    7	0.5	1	-12	9	-2	0.1	-2	1722	-0.71	6
- COc1ccc(OCC(=O)Nc2ccc3c(c2)nc(CN2CCCC2)n3C)cc1
    -14	0.6	nt	-1	4	6	0.0	-4	1644	2	5
- O=C(Nc1ncc(Cc2ccccc2)s1)C1COc2ccccc2O1 (stereo not drawn)
    0	2.6	nt	-2	10	-6	2.7	-4	1461	nt	-3
- Cn1c(CNS(=O)(=O)c2ccc(F)cc2)n[nH]c1=S
    6	1.1	nt	-5	-10	-1	1.8	-1	1454	nt	-2
- COc1cc(NC(=O)CSc2nncn2C)c(C)cc1[N+](=O)[O-]
    4	1.5	-7	-6	-5	4	0.2	-6	1777	0.2	3
- CCC(C)(C(=O)NC1CCCCC1)N(C)C(=O)c1ccc2c(c1)OCO2 (stereo not drawn)
    10	2.3	nt	-3	-3	6	0.1	-3	1307	0.19	0
- Cc1ccc(NC(=O)CN2C(=O)N/C(=C\c3cccn3-c3cccc(C(=O)O)c3)C2=O)cc1
    -4	1.4	-15	-7	10	-3	11	2	1606	-0.0073	1
- CC(C)CC(=O)Nc1cccc(C(C)O)c1 (stereo not drawn)
    5	0.5	4	-5	10	6	0.6	-1	1542	1	7

3 neighbouring compounds out of the list so far, quoted:
Each structure is followed by: bIAP inhibitor	RAM network inh	S1P3 antagonist	Lmaj promast	PPARg SRC1 recr	PPARg SRC3 recr	Redox H2O2 prof	HMGR II inh	SRC2 TRFRET art	ROMK mod	PPARg SRC2 recr
- CCC(C)(C(=O)NC1CCCCC1)N(C)C(=O)c1ccc2c(c1)OCO2 (stereo not drawn)
    10	2.3	nt	-3	-3	6	0.1	-3	1307	0.19	0
- Cc1ccc(NC(=O)CN2C(=O)N/C(=C\c3cccn3-c3cccc(C(=O)O)c3)C2=O)cc1
    -4	1.4	-15	-7	10	-3	11	2	1606	-0.0073	1
- CC(C)CC(=O)Nc1cccc(C(C)O)c1 (stereo not drawn)
    5	0.5	4	-5	10	6	0.6	-1	1542	1	7
